Screening results from PubChem.
HDAC3 inh: inhibitors of human histone deacetylase 3. O15379. recombinant HDAC3, fluorogenic peptide/trypsin coupled, fluorescence. inhibition, % at 8.3 µM. actives 0.15% (n = 320,000); in the data active = inhibition above about 26%, passing the limit was not always enough; inconclusive = no clear call, values can overlap the other calls
Target sequence (O15379 whole entry, looked up): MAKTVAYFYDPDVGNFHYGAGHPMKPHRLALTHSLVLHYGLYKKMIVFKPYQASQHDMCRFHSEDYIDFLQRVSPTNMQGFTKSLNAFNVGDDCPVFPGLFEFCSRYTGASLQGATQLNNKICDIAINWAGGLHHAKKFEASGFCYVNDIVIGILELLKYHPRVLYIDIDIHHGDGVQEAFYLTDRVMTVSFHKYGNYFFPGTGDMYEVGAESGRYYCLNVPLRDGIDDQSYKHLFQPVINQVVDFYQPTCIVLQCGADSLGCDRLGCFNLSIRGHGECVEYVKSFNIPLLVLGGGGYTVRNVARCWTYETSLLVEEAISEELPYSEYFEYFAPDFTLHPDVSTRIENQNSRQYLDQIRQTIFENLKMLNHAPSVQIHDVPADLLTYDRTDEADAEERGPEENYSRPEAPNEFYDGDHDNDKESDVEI
aSyn 5UTR inh: MLPCN primary screen, SNCA 5' untranslated region; alpha-synuclein 5'UTR reporter, inhibitor activity; inhibition, % (tested at 7.5 µM); actives 0.82% (n = 300,000); in the data active = inhibition above about 60%; inconclusive = no clear call, values can overlap the other calls;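 also: H4 neuroglioblastoma cells stably carrying SNCA 5'UTR luciferase fusion; 0% = DMSO wells and 100% = positive control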
Platelet DG rel: platelet dense granule release activity; human platelet-rich plasma, SFLLRN dense granule ATP release, luminescence; inhibition, %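 (compounds screened at 7.5 µM in platelet-rich plasma)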; actives 0.22% (n = 300,000); AID 1663;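 active = mean replicate score, as percent of positive control, at or above 50; inconclusive = mean below 50 but at least one replicate at or above 50; inactive = mean and every replicate below 50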
HSF1 activator: increases HSF-1 driven luciferase reporter signal | activation, % at 9 µM | NIH3T3-HGL HSF-1 luciferase reporter, MG132, 8 h; 100% = twice DMSO control signal | actives 1.7% (n = 300,000);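 active = mean replicate activation of at least 50% with a set share of replicates each reaching 50%; inconclusive = only one of those two conditions met; inactive = mean below 50% and too few replicates reaching it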;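 also: 0% = median of the neutral control wells and 100% = twice that signal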
IEC-6 cytotox: IEC-6 cytotoxicity, counter-screen for KLF5 inhibitors. luminescence viability. inhibition, % at 5 µM. actives 0.78% (n = 290,000); in the data active = inhibition above about 22%;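 also: 0% = plate median of test compound wells and 100% = cytotoxic reference compound wells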
HSF1 inhib: HSF1 inhibition | NIH3T3-HGL HSE-luciferase, MG132-induced, luminescence 8 h; stronger effect = lower value | activity change, negative = inhibition, % at 7.5 µM (by protocol) | actives 0.77% (n = 300,000);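 active = more than half of replicate wells show activity change below -50%, luminescence cut by over half; inconclusive = some wells, but at most half, below -50%; inactive = no replicate well below -50%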;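 also: luciferase reports HSF-1 transcriptional activity via heat shock element; 0% = median of DMSO wells and -100% = zero luminescence signal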
KLF5 inhibitor: kruppel-like factor 5 inhibition; DLD-1 KLF5 promoter-luciferase reporter, luminescence; actives 0.23% (n = 290,000); inhibition, % at 5 µM;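 active = inhibition above a per-plate limit of that plate's mean compound inhibition plus 3 SD, cut at about 60% in these data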;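 also: 0% = DMSO wells and 100% = LY294002 at 200 µM; higher means less KLF5 promoter-driven luciferase light; inactives centre near -14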
AI-2 QS modul: modulates the Vibrio harveyi AI-2 quorum sensing system. Vibrio harveyi JMH597 AI-2 luminescence/OD600 ratio, 9 h; stronger effect = lower value; strain lacks LuxN and CqsS sensors; 0 = neutral-control median. activity change, % at 7.5 µM. actives 0.4% (n = 300,000); in the data active = activity change below about -75%, passing the limit was not always enough; inconclusive = no clear call, values can overlap the other calls;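 also: luminescence divided by OD600 gain over 9 h not by final OD600 alone; inactives centre near 13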
HIF act: HIF pathway transcriptional activation | U2OS HRE-luciferase reporter, luminescence; normalized: DMSO 0%, desferrioxamine 100% | activation, % at 7.5 µM (by protocol) | actives 0.32% (n = 300,000);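 active = mean activation of at least 10% of the iron chelator positive control signal, with at least half of replicates also reaching 10%; inconclusive = mean and replicate majority disagree about reaching 10%; inactive = mean and most replicates under 10%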
HSP90 inh: inhibitors of HSP90 luciferase refolding in rabbit reticulocyte lysate. inhibition, % at 5.6 µM. actives 0.91% (n = 290,000). luciferase refolding luminescence, 3 h;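 active = inhibition above the screen-wide mean plus 3 SD, computed separately per campaign, cut at about 16% in these data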;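 also: 0% = DMSO wells and 100% = 60 µM geldanamycin wells; inhibitors lower the luminescence because luciferase stays unfolded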
An asterisk follows results filed as active; ? = inconclusive; / = no result given.

entry	compound	HDAC3 inh	aSyn 5UTR inh	Platelet DG rel	HSF1 activator	IEC-6 cytotox	HSF1 inhib	KLF5 inhibitor	AI-2 QS modul	HIF act	HSP90 inh
1	O=C(/C=C/c1ccccc1)NC(=S)Nc1ccccc1C(=O)NC1CCCCC1	1	14	-11	8	2	1	-2	13	0.3	-5
2	COc1ccc(S(=O)(=O)N2CCOC2CNC(=O)C(=O)NCCc2ccccc2OC)cc1 (stereo unspecified)	4	-15	7	3	-3	-2	8	15	-0.6	3
3	C/C(=N/NC(=O)CNC(=O)COc1ccccc1)c1ccco1	2	-12	1	-4	8	-7	13	19	-0.1	-3
4	O=C(c1ccco1)N(Cc1cccc(Br)c1)C1CCS(=O)(=O)C1 (stereo unspecified)	2	7	-8	39	-9	9	-15	16	-0.9	-4
5	CCC(Oc1ccccc1)C(=O)Nc1ccccc1C(=O)N1CCCCC1 (stereo unspecified)	-8	13	-1	-8	4	9	-2	23	-0.2	2
6	COc1ccc(CCNC(=O)N2c3ccccc3Sc3ccccc32)cc1	6	23	/	4	3	-2	-5	19	-2.8	7
7	CCC1CCCCN1S(=O)(=O)c1ccc([N+](=O)[O-])cc1 (stereo unspecified)	2	6	-1	-2	-7	-1	-3	40	1.6	8
8	NC(=O)c1ccsc1NC(=O)COC(=O)c1ccc(Cl)nc1	1	-1	1	2	/	-1	/	38	-21	/
9	COc1cc(C)c(N)cc1C(C)C	-2	22	2	27	-2	8	7	8	0.0	-4
10	CCn1cc(/C=C/C(=O)c2ccc(O)cc2)c(C)n1	1	-105	22	13	4	16	-128	10	4.7	-5
11	O=c1c2ccccc2c(/C=N/c2nnc(Cc3ccccc3)s2)c(O)n1-c1ccc(Cl)cn1	-8	3	-11	-18	4	0	-21	22	0.6	1
12	O=C(CC(C(=O)O)P(=O)(c1ccccc1)c1ccccc1)c1ccc(Br)cc1 (stereo unspecified)	-5	7	-1	12	0	-3	-16	19	-0.1	2
13	N/C(=N\OC(=O)CCc1ccccc1)c1cccc(Br)c1	2	7	-7	-40	-4	-19	-21	-24	0.5	0
14	O=C(CN(Cc1ccccc1)S(=O)(=O)c1ccc2c(c1)OCCO2)Nc1ccc2c(c1)OCCO2	-5	10	2	18	-1	3	-10	-1	0.9	0
15	CCCC(=O)Nc1ccccc1NC(=O)c1ccc(OC(C)=O)cc1	-2	-1	-3	14	3	1	-7	-7	-0.3	-2
16	O=C(O)COc1c(-c2ccco2)oc2ccccc2c1=O	-3	-15	3	-3	-5	0	2	33	0.1	-3
17	CC(NC(=O)CN(C)Cc1cccc(F)c1)c1ccccc1 (stereo unspecified)	-1	10	16	2	-6	1	-3	8	-0.2	-2
18	CC(CNC(=O)C1CCCCC1)NC(=O)C1CCCCC1 (stereo unspecified)	14	-9	-3	-10	3	0	-31	14	-0.4	3
19	C=CCn1c(COc2ccccc2)nnc1SCc1ccc(C#N)cc1	/	17	-2	3	-1	1	12	-8	0.0	1
20	Cc1ccc(-c2noc(CCCOc3ccc(Cl)cc3Cl)n2)cc1	-5	-6	2	-6	-3	1	-16	16	0.4	12
21	CCCSCCCNC(=O)CC1Oc2ccccc2NC1=O (stereo unspecified)	4	0	2	15	0	4	-1	22	/	0
22	O=C(Nc1ccc(F)cc1F)c1ccc(-n2cccn2)nc1	0	5	-5	10	-6	5	-27	20	0.7	-5
23	Cc1ccc(C(=O)OCC(=O)N2CCOCC2)c(C)c1	-3	-23	0	4	0	-1	-21	22	0.2	1
24	COc1cc(S(=O)(=O)N(C)C)ccc1Br	-10	-4	11	-7	0	-3	-57	9	0.0	-3
25	O=C(Oc1ccc([N+](=O)[O-])cc1)c1cccnc1	32*	-7	6	1	-4	-2	-15	39	-0.2	-7
26	Cc1nnc(SCc2ccccc2Cl)n(N)c1=O	-5	-5	11	-1	1	9	-13	4	-1.6	-3
27	CC1C/C(=N/O)C(C)CN1 (stereo unspecified)	3	11	-15	2	-6	-13	-15	15	0.0	1
28	CCC/C(O)=C1\C(=O)CC(C)(C)CC1=Nc1ccc(OC)cc1	2	11	0	-16	-2	-2	5	1	-1.0	-1
29	CC(NC(=O)NC1CCCCC1)C(c1cccs1)N1CCOCC1 (stereo unspecified)	0	21	14	11	-2	-4	-16	29	-0.1	-4
30	COc1ccc(-n2c(SCC(=O)NCC3CCCO3)nc3c([nH]c4ccccc43)c2=O)cc1OC (stereo unspecified)	-3	31	4	9	3	-1	-24	3	-0.1	5
31	O=C(Nc1ccc2c(c1)OCO2)c1cccc(S(=O)(=O)N2CCOCC2)c1	-2	-47	-5	-2	-10	3	-36	23	0.8	-4
32	Cc1cccc(Oc2ccccc2NC(=O)CN2C(=O)NC3(CCCC3)C2=O)c1	3	-1	-2	12	/	1	/	17	-1.1	/
33	O=C1N(Cc2cccc(Cl)c2)C[C@@H]2C[C@@H](c3ccccn3)N3CCC[C@@]123	1	7	2	19	5	14	-6	37	1.4	2
34	Cc1ccc(C)c(N(CC(=O)NCCC2=CCCCC2)S(C)(=O)=O)c1	3	-11	1	-2	-4	4	4	11	-0.5	7
35	COc1ccc(NC(=S)c2ccc3ccccc3n2)cc1	10	-70	1	1	3	6	-65	8	/	2
36	Cc1ccccc1NC(=S)NCCC(c1ccccc1)c1ccccc1	1	6	2	7	4	3	12	29	-0.3	7
37	C=CCn1c(COc2ccc(CC)cc2)nnc1SC/C(O)=C(\C#N)c1nc2ccccc2[nH]1	3	5	12	80*	-6	33	-2	17	-1.3	4
38	COc1ccc(-c2csc(/C(C#N)=C/Nc3cc4oc5ccccc5c4cc3OC)n2)cc1	1	?	-2	-23	1	-9	9	6	0.2	-3
39	Cc1cc(NCc2cccnc2)nc(N)n1	-1	9	7	9	-2	-5	-3	2	0.1	3
40	S=C(Nc1ccccc1)N1CCCCCC1	-6	-37	9	55*	-11	26	-16	20	1.9	-2
41	CC(C)(C)NC(=O)NC(=O)COC(=O)CCC1CCCCC1	8	2	-5	-44	4	-22	-48	-1	1.2	0
42	COc1cccc(N2CCN(C3CC(=O)N(c4ccc(C)c(Cl)c4)C3=O)CC2)c1 (stereo unspecified)	-8	26	4	6	2	4	0	33	-0.4	-2
43	CSCC[C@H](NC(=O)c1cccs1)c1nnc2ccccn12	-5	10	-9	-8	9	-10	-7	-7	-0.1	3
44	CSc1ccc(Cn2nnc(C(=O)NCCc3ccc(Cl)cc3)c2N)cc1	-2	3	0	3	-11	3	-27	18	-0.2	-4
45	COc1ccc(OC)c(NC(=O)COc2ccc(Br)cc2)c1	5	1	1	8	1	9	-16	22	0.8	1
46	COC(CNC(=O)c1cccc(-n2c(=S)[nH]c3cc(Cl)ccc3c2=O)c1)OC	1	15	2	-3	-13	-2	-19	14	0.0	-7
47	Cc1ccc(/C=N/N2CCN(c3ccccn3)CC2)o1	6	-80	5	33	5	6	-22	4	1.3	-1
48	CO/N=C(/COc1ccc(F)cc1)c1ccc(OC)cc1	8	-8	0	4	-5	1	-5	7	-0.6	0
49	COc1cc(NC(=S)NC2CC2)c(OC)cc1Cl	-2	-40	-9	15	2	-2	-14	36	0.1	-3
50	CC(C)C(C(=O)NC1CCCCC1)N(CC1CCCO1)C(=O)CNS(=O)(=O)c1ccc(F)cc1 (stereo unspecified)	-7	13	-6	-3	2	6	-16	22	0.4	5
51	Cc1ccc(C(=O)NC(=S)Nc2ccc(N3CCOCC3)cc2)cc1C	-4	-10	-9	12	-2	9	-36	13	0.1	0
52	COc1ccc(OC)c(CN2CCCC(C(=O)N3CCCCC3)C2)c1 (stereo unspecified)	-4	27	13	-3	1	-6	-16	1	-0.1	3
53	COc1cccc(/C=N/NC(=O)C[n+]2ccccc2)c1OC	0	3	-7	6	1	4	-24	-3	0.0	-1
54	C#Cc1ccc([C@@H]2C=C(C(=O)NCc3ccccc3)O[C@H](OCCCCO)C2)cc1	-2	12	-1	8	/	0	/	21	-0.5	/
55	CCCCN(CC)c1nc(N)c2c(N)nc(OCC)cc2c1C#N	-2	23	-1	57*	-3	22	-33	22	0.2	3
56	Cn1c(=O)c2c(ncn2CC(=O)N2CCN(c3ccccc3F)CC2)n(C)c1=O	3	-1	2	20	5	-4	-15	22	0.0	-3

Carrying on:
entry	compound	HDAC3 inh	aSyn 5UTR inh	Platelet DG rel	HSF1 activator	IEC-6 cytotox	HSF1 inhib	KLF5 inhibitor	AI-2 QS modul	HIF act	HSP90 inh
57	C/C(=N\NC(=O)c1cc(-c2ccc(O)cc2)nc2ccccc12)c1cccnc1	-1	-18	4	-9	6	4	-10	18	0.6	2
58	Cc1c(C(=O)N2CCN(S(C)(=O)=O)CC2)oc2ccccc12	-16	-1	-3	-17	3	-11	0	25	-0.3	4
59	O=C(CS(=O)CC(=O)N(CC(=O)NC1CCCC1)C1CCCCC1)Nc1ccc(F)cc1 (stereo unspecified)	-2	-16	-5	26	-4	4	3	-2	-0.7	3
60	COC(=O)c1cc(S(=O)(=O)N2CCN(C3CCCCC3)CC2)c[nH]1	-9	-5	-8	-11	-4	-5	-4	13	0.2	0

As a working copy, part of the list above.
entry	compound	HDAC3 inh	aSyn 5UTR inh	Platelet DG rel	HSF1 activator	IEC-6 cytotox	HSF1 inhib	KLF5 inhibitor	AI-2 QS modul	HIF act	HSP90 inh
48	CO/N=C(/COc1ccc(F)cc1)c1ccc(OC)cc1	8	-8	0	4	-5	1	-5	7	-0.6	0
49	COc1cc(NC(=S)NC2CC2)c(OC)cc1Cl	-2	-40	-9	15	2	-2	-14	36	0.1	-3
50	CC(C)C(C(=O)NC1CCCCC1)N(CC1CCCO1)C(=O)CNS(=O)(=O)c1ccc(F)cc1 (stereo unspecified)	-7	13	-6	-3	2	6	-16	22	0.4	5
51	Cc1ccc(C(=O)NC(=S)Nc2ccc(N3CCOCC3)cc2)cc1C	-4	-10	-9	12	-2	9	-36	13	0.1	0
52	COc1ccc(OC)c(CN2CCCC(C(=O)N3CCCCC3)C2)c1 (stereo unspecified)	-4	27	13	-3	1	-6	-16	1	-0.1	3
53	COc1cccc(/C=N/NC(=O)C[n+]2ccccc2)c1OC	0	3	-7	6	1	4	-24	-3	0.0	-1
54	C#Cc1ccc([C@@H]2C=C(C(=O)NCc3ccccc3)O[C@H](OCCCCO)C2)cc1	-2	12	-1	8	/	0	/	21	-0.5	/
55	CCCCN(CC)c1nc(N)c2c(N)nc(OCC)cc2c1C#N	-2	23	-1	57*	-3	22	-33	22	0.2	3
56	Cn1c(=O)c2c(ncn2CC(=O)N2CCN(c3ccccc3F)CC2)n(C)c1=O	3	-1	2	20	5	-4	-15	22	0.0	-3
57	C/C(=N\NC(=O)c1cc(-c2ccc(O)cc2)nc2ccccc12)c1cccnc1	-1	-18	4	-9	6	4	-10	18	0.6	2
58	Cc1c(C(=O)N2CCN(S(C)(=O)=O)CC2)oc2ccccc12	-16	-1	-3	-17	3	-11	0	25	-0.3	4
